PDI inh: inhibitors of human PDI, primary screen, biochemical, turbidity, single point, plate reader | hit rate 0.052% among 350,000 | inhibition, % at 10 µM | Protein disulfide-isomerase (Homo sapiens), P07237 | PDI insulin aggregation turbidity, A650, 90 min;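 active means mean inhibition across replicates of 30% or more, whatever share of single replicates reach that level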;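 further: absorbance from insulin aggregation driven by PDI reduction with DTT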
HTR2A ag: mouse Htr2a agonists via beta-arrestin recruitment, primary screen, cell-based, luminescence. 5-hydroxytryptamine receptor 2A (Mus musculus), P35363. CHO-K1 mHTR2A beta-arrestin complementation; percent of 30 µM serotonin response. activation, % at 7.6 µM. hit rate 0.66% among 360,000. AID 624169, 2012;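 active means activation above a run cutoff, the mean activation of all tested compounds plus 3 SD, cut at about 14% in these data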;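 further: 0% = plate median of compound wells and 100% = 30 µM serotonin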
CaV13 FRET inh: Disruptors of the CACNA1D IQ motif to Ca2+-dependent inactivation inhibitor domain association, primary screening, Förster resonance energy transfer in intact living … | HEK cells, CFP/YFP FRET ICDI-IQ, plate reader, 10 min; percent FRET-ratio fall versus neutral wells | inhibition, % at 12.3 µM | hit rate 0.098% among 340,000;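 active means mean replicate inhibition of at least 30% and at least 1% of replicates passing that level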;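 further: 0% = median of the neutral control wells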
ABCB6 inh 2: ABCB6 transporter inhibitors, primary screen, K562-ABCB6 cells, flow cytometry, MLPCN library. ATP-binding cassette sub-family B member 6 (Homo sapiens), Q9NP58. K562-ABCB6 porphyrin accumulation, 1 h; stronger effect = lower value. fluorescence ratio to DMSO, % at 10 µM. hit rate 0.19% among 360,000;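 active means fluorescence ratio to DMSO below 75%, the collection mean minus 3 SD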;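 further: signal is porphyrin accumulated inside mitochondria; 100% equals median channel fluorescence of DMSO control wells; lower ratio means ABCB6 inhibition with less porphyrin fluorescence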
Target sequence (Q9NP58 whole entry, looked up): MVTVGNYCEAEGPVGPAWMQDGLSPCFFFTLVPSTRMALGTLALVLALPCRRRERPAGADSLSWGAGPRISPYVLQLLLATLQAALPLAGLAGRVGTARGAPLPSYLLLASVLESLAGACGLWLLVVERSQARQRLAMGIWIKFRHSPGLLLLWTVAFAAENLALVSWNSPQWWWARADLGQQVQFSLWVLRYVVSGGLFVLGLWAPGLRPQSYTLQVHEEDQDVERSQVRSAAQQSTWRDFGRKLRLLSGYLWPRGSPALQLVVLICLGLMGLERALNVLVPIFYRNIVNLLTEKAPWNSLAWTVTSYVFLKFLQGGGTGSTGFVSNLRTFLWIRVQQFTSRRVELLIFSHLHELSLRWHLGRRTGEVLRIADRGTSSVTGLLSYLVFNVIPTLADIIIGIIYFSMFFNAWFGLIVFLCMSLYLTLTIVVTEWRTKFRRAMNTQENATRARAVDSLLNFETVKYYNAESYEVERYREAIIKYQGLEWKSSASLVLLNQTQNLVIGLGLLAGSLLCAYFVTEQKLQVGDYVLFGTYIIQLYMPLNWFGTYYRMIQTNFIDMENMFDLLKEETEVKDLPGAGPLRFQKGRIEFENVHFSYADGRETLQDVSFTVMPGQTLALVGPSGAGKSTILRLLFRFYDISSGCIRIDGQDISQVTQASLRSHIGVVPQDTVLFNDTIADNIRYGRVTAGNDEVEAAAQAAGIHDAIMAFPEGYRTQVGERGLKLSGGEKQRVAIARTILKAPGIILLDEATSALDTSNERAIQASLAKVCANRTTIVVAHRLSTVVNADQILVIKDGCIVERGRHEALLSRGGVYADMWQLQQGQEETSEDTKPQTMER
hiPSC survival: enhancers of single-cell hiPSC survival, primary screen, ATPlite luminescence; hit rate 0.044% among 360,000; AID 602274, 2012; 100% = ROCK inhibitor wells, 0% = DMSO; survival enhancement, % at 20 µM; in the data active means survival enhancement above about 18%;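 further: cells exposed to compounds for 16 hours before the ATP read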
Exocytosis inh: LAMP-1 surface exposure blockers, TALL-104 cells – cell-based, flow cytometry, MLPCN library, primary screen | hit rate 0.66% among 360,000 | inhibition, % at 10 µM | AID 651702, 2012 | TALL-104 LAMP-1 surface exposure; cells stimulated with thapsigargin and PMA;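 active means inhibition above about 55%, limit read from the data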
H9c2 protect: cardioprotection against H2O2-induced cell death, primary screen, uHTS, H9c2 cells, ATPLite luminescence. H9c2 cardiomyocytes, H2O2 injury protection, 2 h. protection from H2O2 cell death, % at 20 µM. hit rate 0.63% among 360,000;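 active means compounds giving at least 50% protection of heart cells from peroxide-induced death in the single-dose screen, raw or plate-pattern-corrected value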;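 further: 0% = DMSO wells with peroxide and 100% = DMSO wells without peroxide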
aDG glyco up: activators of alpha-DG glycosylation, primary screen, uHTS, Pro5-aDG cells, AlphaScreen; alpha-DG glycosylation AlphaScreen (IIH6); 0% Pro5, 100% B10-LARGE cell signal; activation, % at 10 µM; hit rate 0.22% among 360,000;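 active means activation of at least 8% versus controls, or a plate z-score of at least 8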;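 further: Pro5 are CHO cells carrying HIG-tagged alpha-DG that lacks glycosylation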
N-glyco inh: increase of ERlucT glycosylation luciferase signal, primary screen, N-linked glycosylation inhibitor project, D54 ERlucT cells, luminescence, set 2 | D54 ERlucT glycosylation luciferase reporter, 24 h; percent of 100 nM tunicamycin response | reporter increase, % at 12.5 µM | hit rate 0.23% among 360,000 | AID 588692, 2011;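 active means mean luciferase reporter signal, scaled so untreated is 0 and the glycosylation-blocking control 100, at or above a set limit in every replicate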;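 further: luciferase carries N-glycosylation sites so blocking glycosylation raises the light; 0% = median of neutral control wells and 100% = median of 100 nM tunicamycin wells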
Vif inh: HIV Vif self-association inhibitors, primary screen, imaging, HEK293T, single point; hit rate 0.35% among 340,000; inhibition, % at 7.49 µM; HEK293T cells, Vif self-association by quenched fluorescence, 24 h; AID 602346, 2012; in the data active means inhibition above about 50%, passing the limit was not always enough; further: some results filed as inactive read as strong as hits
The depositor's hits bear a star; · = no result given.

Under each structure: PDI inh	HTR2A ag	CaV13 FRET inh	ABCB6 inh 2	hiPSC survival	Exocytosis inh	H9c2 protect	aDG glyco up	N-glyco inh	Vif inh
(1) COc1cccc(Nc2c3c(nc4c(-c5ccccc5)c(C)nn24)CCC3)c1
    -2	3	1	103	1.0	-1	3	0.3	1	26
(2) OCCCC1CCCN(Cc2cn[nH]c2-c2ccc(F)cc2F)C1 (stereo not given)
    -5	-7	-4	93	0.3	-7	-4	0.4	-3	-2
(3) CC1=C(C(=O)N(C(C)C)C(C)C)CC(CC(=O)NC(c2ccccc2)c2ccccc2)C(=O)N1CCC1=CCCCC1 (stereo not given)
    ·	-3	-6	98	2.6	10	-5	0.2	-7	·
(4) CNS(=O)(=O)c1cccc(C(=O)OCC(=O)c2ccc3[nH]c(=O)[nH]c3c2)c1
    -5	4	-6	102	2.0	6	3	-0.1	0	1
(5) Cc1ccc(NS(=O)(=O)c2cc3c(cc2Br)NC(=O)CO3)cc1C
    -5	4	-5	104	0.9	-5	-13	1.6	-2	·
(6) O=C(COc1cc2oc(=O)c3c(c2cc1Cl)CCC3)NCc1ccncc1
    2	3	-7	99	-0.6	5	9	0.3	2	-4
(7) O=C(NC(=O)N1CCN(c2cccc(Cl)c2)CC1)c1ccccc1
    10	15*	-4	98	-0.2	9	8	0.7	-1	·
(8) Fc1ccc(-c2cc(-c3nnc4n3CCCCC4)c3ccccc3n2)cc1
    -4	3	2	93	0.1	1	2	-0.7	1	1
(9) CC(C)NC(=O)CN(Cc1ccc2c(c1)OCO2)C(=O)CCC(=O)Nc1ccccn1
    16	-1	-7	98	0.4	-2	4	-0.1	3	7
(10) N#CC/C(N)=N/NC(=O)CCCNc1ncc(C(F)(F)F)cc1Cl
    -3	-2	-7	93	0.3	-4	-5	0.7	1	3
(11) CCOC(=O)CC(C#N)c1cn(C)c2ccccc12 (stereo not given)
    5	-5	-5	100	0.1	4	6	0.4	0	-1
(12) O=C(Nc1ccc2c(c1)CCC2)C1COc2ccccc2O1 (stereo not given)
    -11	0	-7	99	-1.3	-5	-4	0.2	1	9
(13) CN(Cc1ccccc1)c1nc2c(c(=O)[nH]c(=O)n2C)n1C
    5	-2	1	91	-1.9	2	7	-0.3	0	36
(14) COc1ccc(-c2cccc(-c3cc(=O)oc4cc(OC)c(OC)c(OC)c34)c2)cc1
    -8	-4	-6	113	3.1	-4	-12	0.0	6	0
(15) O=C(Cc1ccccc1)NNC(=O)C1CCN(c2ncccn2)CC1
    6	-4	-4	97	-1.1	0	3	-0.1	1	-14
(16) CCOC(=O)c1nnn2c1nc(N1CCN(c3ccccc3)CC1)c1ccccc12
    -1	-4	-4	97	-0.5	6	15	-0.2	9	-11
(17) COc1ccc(C(c2c(N)[nH]c(=S)[nH]c2=O)c2c(N)[nH]c(=S)[nH]c2=O)cc1
    -4	2	-5	95	-0.8	-2	2	0.0	0	0
(18) Oc1ccc(Cl)cc1Cc1cc(Cl)ccc1O
    -3	5	-5	96	-1.3	-13	-42	0.0	-2	-3
(19) COc1cc(OC)c2c(-c3cccc(-c4cccc(N)c4)c3)cc(=O)oc2c1
    15	8	-6	101	-2.4	4	2	-0.2	5	8
(20) Cc1ccc(Cl)cc1NC(=S)N(Cc1ccco1)C(C)c1cccs1 (stereo not given)
    -1	-2	-7	99	-0.5	-4	-8	0.1	1	-5
(21) COc1ccc(CNC(=O)COC(=O)c2cc(-c3cccs3)nc3ccccc23)cc1OC
    1	0	-8	85	1.8	2	10	0.7	0	19
(22) Cc1ccc(C(=O)c2c3ccc(N)cc3nn2CCC(N)=O)cc1
    -11	-7	-5	97	-0.1	-5	2	-0.3	-1	-1
(23) COc1cc(/C=N/NC(=O)c2csc3c2CCCC3)cc(OC)c1O
    1	-8	·	95	3.5	13	3	-0.4	0	-4
(24) CSc1ccc(CN(C)CC(=O)NC(=O)NC(C)(C)C)cc1
    0	1	·	98	0.8	1	-1	0.2	0	0
(25) CCOc1ccc(N/C=C/C(=O)c2ccc(OC)c(OC)c2)cc1
    2	0	-6	109	0.4	6	-5	0.2	-2	1
(26) CCOc1ccc(CNC(=O)CCCC(=O)n2ncc3cc(C)ccc32)cc1
    ·	-1	-5	94	-0.4	7	-7	-0.1	2	-7
(27) CCN(CC)C(=S)Oc1c(Cl)cccc1Cl
    -1	-2	-2	100	0.9	-6	-4	0.0	-1	8
(28) COc1ccc(/C=N/NC(=O)c2ccncc2)cc1[N+](=O)[O-]
    -9	-3	-1	101	-2.5	-3	-6	1.7	4	-5
(29) COc1c2ccoc2nc2c(OC)c(O)ccc12
    ·	-2	·	94	-0.1	-3	2	-0.3	2	8
(30) CC(=O)Nc1cc(-c2ccccc2CN(C)C)cn2c(-c3ccc(C(C)=O)cc3)cnc12
    -1	5	-9	106	0.4	6	9	0.1	13	-12
(31) CCOC(=O)C1=C(C)Nc2sc(C(=O)c3ccc(F)cc3)c(N)c2C1c1ccc(C(=O)OC)cc1 (stereo not given)
    -3	-2	-15	104	0.1	4	6	0.8	0	1
(32) Cc1c(NC(=O)c2ccc3nsnc3c2)cccc1[N+](=O)[O-]
    -1	4	-3	99	-0.5	1	3	0.1	-1	-4
(33) COc1ccc(C(=O)NNC(=O)C2CCCN(C3CC(=O)N(c4ccccc4)C3=O)C2)cc1 (stereo not given)
    -7	-8	0	101	0.0	-4	0	-0.1	1	5
(34) COc1ccc(C(=O)Nc2cc(=O)[nH]c3ncnn23)cc1
    5	3	-4	101	0.3	-2	-3	0.2	0	2
(35) COc1ccccc1CNS(=O)(=O)c1c(C(=O)N2CCCCC2)c(C)n(C)c1C
    2	-3	-6	96	-0.3	-1	-2	-0.1	2	3
(36) CC1(C(=O)Nc2cccnc2)Cc2c(-c3ccccc3)ccnc2O1 (stereo not given)
    11	6	-6	96	1.5	-2	18	0.5	-3	-5
(37) CCS(=O)(=O)NCC(c1ccco1)N1CCN(c2ccccc2)CC1 (stereo not given)
    -3	-2	-5	99	4.3	-1	2	-0.2	2	4
(38) COc1ccc(S(=O)(=O)N2CCC3(CC2)OCCN3S(=O)(=O)c2cccs2)cc1
    3	-4	-6	98	-0.3	-1	-12	0.0	-1	1
(39) Fc1ccc(NC(=S)NCc2ccccc2Cl)cc1
    6	-3	-3	62*	-1.6	-3	-5	-0.1	0	0
(40) O=C(Cc1noc2ccccc12)NNC(=S)Nc1ccccc1
    16	-3	0	96	-0.7	-2	-2	0.4	1	3
(41) Cc1cc(C(=O)COC(=O)CC2Sc3ccccc3NC2=O)c(C)n1-c1ccc(Br)cc1 (stereo not given)
    0	5	-3	93	-0.3	14	-14	-0.1	-2	-5
(42) O=C(COC(=O)c1cccs1)NCCN1C(=O)CSC1=O
    3	14	-6	92	-0.5	-1	6	0.3	1	-2
(43) Cn1c(=O)c2c(ncn2CC(=O)OCC(=O)NCc2ccc(Cl)cc2)n(C)c1=O
    2	-1	-4	97	0.1	-3	8	0.1	1	·
(44) CC(C)(C)n1nc(-c2ccc(Cl)cc2)c2c(N)ncnc21
    13	-3	·	100	-2.7	7	-20	-0.4	-8	3
(45) O=C(Cc1n[nH]c(=O)c2ccccc12)OCC(=O)N(Cc1ccccc1)Cc1ccccc1
    1	-2	-9	97	-0.7	0	46	0.1	-4	-7
(46) COc1cccc(C(=O)CSc2nnnn2C2CCCCC2)c1
    -9	4	-6	96	0.5	1	-2	0.2	0	-3
(47) O=C(COC(=O)CCOc1ccccc1)NCCc1ccccc1
    14	-4	-4	98	-0.5	20	-2	0.1	4	2
(48) O=C(Nc1ccc(F)cc1)C1CC2CCC1C2 (stereo not given)
    6	4	2	100	0.8	-13	-2	0.9	0	-1
(49) O=c1[nH][nH]cc1C=Nc1cc(Cl)ccc1O
    3	5	-8	111	-2.1	2	19	0.3	-2	13
(50) COc1ccc(NC(=S)N(CCCN2CCN(C)CC2)Cc2cccs2)cc1
    -18	-5	-8	94	0.3	0	2	0.0	3	6
(51) CCN(CC)S(=O)(=O)c1ccc(-c2nnc(SCC(=O)N3c4ccccc4CC3C)o2)cc1 (stereo not given)
    -1	0	-5	97	-2.9	7	15	0.2	-3	1
(52) CC(C)CCNc1nc(N)c([N+](=O)[O-])c(NCC2CCCO2)n1 (stereo not given)
    -6	-4	-5	90	1.0	5	-9	-0.4	10	-4
(53) O=C(O)C1C2C=CC(C2)C1C(=O)NCc1ccc2c(c1)OCO2 (stereo not given)
    5	1	-8	96	0.3	4	-5	-0.1	0	2
(54) CC(=O)Nc1cccc(Oc2ccc([N+](=O)[O-])cc2Cl)c1
    -3	-2	-6	89	-1.8	2	0	0.0	0	1
(55) C=CCn1cc(C(=O)OCC)c(=O)c2ccc(F)cc21
    -7	0	4	92	0.3	-2	1	0.3	3	-3
(56) COc1ccc(Cl)cc1NC(=O)NCC1CCN(C(=O)OC(C)(C)C)CC1
    -1	-4	-15	106	-0.9	7	-12	0.2	4	3

10 entries from above, with bars between the fields:
nr | SMILES | PDI inh | HTR2A ag | CaV13 FRET inh | ABCB6 inh 2 | hiPSC survival | Exocytosis inh | H9c2 protect | aDG glyco up | N-glyco inh | Vif inh
44 | CC(C)(C)n1nc(-c2ccc(Cl)cc2)c2c(N)ncnc21 | 13 | -3 | · | 100 | -2.7 | 7 | -20 | -0.4 | -8 | 3
45 | O=C(Cc1n[nH]c(=O)c2ccccc12)OCC(=O)N(Cc1ccccc1)Cc1ccccc1 | 1 | -2 | -9 | 97 | -0.7 | 0 | 46 | 0.1 | -4 | -7
46 | COc1cccc(C(=O)CSc2nnnn2C2CCCCC2)c1 | -9 | 4 | -6 | 96 | 0.5 | 1 | -2 | 0.2 | 0 | -3
47 | O=C(COC(=O)CCOc1ccccc1)NCCc1ccccc1 | 14 | -4 | -4 | 98 | -0.5 | 20 | -2 | 0.1 | 4 | 2
48 | O=C(Nc1ccc(F)cc1)C1CC2CCC1C2 (stereo not given) | 6 | 4 | 2 | 100 | 0.8 | -13 | -2 | 0.9 | 0 | -1
49 | O=c1[nH][nH]cc1C=Nc1cc(Cl)ccc1O | 3 | 5 | -8 | 111 | -2.1 | 2 | 19 | 0.3 | -2 | 13
50 | COc1ccc(NC(=S)N(CCCN2CCN(C)CC2)Cc2cccs2)cc1 | -18 | -5 | -8 | 94 | 0.3 | 0 | 2 | 0.0 | 3 | 6
51 | CCN(CC)S(=O)(=O)c1ccc(-c2nnc(SCC(=O)N3c4ccccc4CC3C)o2)cc1 (stereo not given) | -1 | 0 | -5 | 97 | -2.9 | 7 | 15 | 0.2 | -3 | 1
52 | CC(C)CCNc1nc(N)c([N+](=O)[O-])c(NCC2CCCO2)n1 (stereo not given) | -6 | -4 | -5 | 90 | 1.0 | 5 | -9 | -0.4 | 10 | -4
53 | O=C(O)C1C2C=CC(C2)C1C(=O)NCc1ccc2c(c1)OCO2 (stereo not given) | 5 | 1 | -8 | 96 | 0.3 | 4 | -5 | -0.1 | 0 | 2
